Yeast life ext: compounds extending yeast replicative lifespan, primary screen, S. cerevisiae, OD615; S. cerevisiae growth with nicotinamide; deaD strain in restrictive glucose medium; inhibition of the nicotinamide effect, % at 10 µM; 0.68% of 130,000 active; AID 775, 2007;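 active = inhibition above a set limit, placed 3 SD over the median of all compounds, cut at about 26% in these data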;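 also: 0% = nicotinamide-treated wells and 100% = cells grown without nicotinamide; some compounds called inactive have numbers as strong as hits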
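Measured by: optical density (absorbance) at 615 nm; System: modified budding yeast, DeaD strain; Medium: restrictive CSMM-D dextrose medium; Timing: 4 h preincubation then 48 h treatment at 30 °C.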
Phagocytosis inh: inhibitors of macrophage phagocytosis, primary screen, imaging, J774A.1 cells, IgG beads. J774A.1 macrophage IgG-bead phagocytosis. 0.07% of 110,000 active. AID 1029, 2008. inhibition, % at 5 µM;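 active = inhibition above the mean of the plate negative controls plus 5 SD, cut at about 13% in these data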;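 also: phagocytic index as fraction of beads internalized from green versus red external bead signal; plate controls were DMSO negative control for no effect and cytochalasin-D positive control for full effect; some results beyond the cut were filed as inactive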
NPY-Y2 antag: NPY-Y2 receptor antagonists, primary screen, cell-based | Neuropeptide Y receptor type 2 (Homo sapiens), P49146 | 0.99% of 140,000 active | NPY-Y2 expressing cells, antagonist mode | inhibition, % at 2.7 µM; in the data active = inhibition above about 17%;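 also: 0% = vehicle with agonist challenge and 100% = reference antagonist with challenge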
Target sequence (P49146 whole entry, looked up): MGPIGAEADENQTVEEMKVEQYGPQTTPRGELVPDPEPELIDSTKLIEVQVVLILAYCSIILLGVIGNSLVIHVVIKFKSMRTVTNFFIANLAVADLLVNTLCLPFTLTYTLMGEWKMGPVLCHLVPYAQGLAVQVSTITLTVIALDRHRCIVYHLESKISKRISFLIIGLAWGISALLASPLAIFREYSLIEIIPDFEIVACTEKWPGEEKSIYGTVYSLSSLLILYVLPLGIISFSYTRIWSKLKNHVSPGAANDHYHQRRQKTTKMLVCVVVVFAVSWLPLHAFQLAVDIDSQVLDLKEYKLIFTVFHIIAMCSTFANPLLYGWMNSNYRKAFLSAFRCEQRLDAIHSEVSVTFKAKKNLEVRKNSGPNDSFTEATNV
E-sel TNF inh: E-selectin induction blockers in HUVEC – imaging, immunofluorescence, high content, primary screen | HUVEC TNFa-induced E-selectin immunofluorescence | inhibition, % at 2 µM | 0.71% of 120,000 active | AID 1246, 2008;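 active = inhibition above the batch mean plus 3 SD, and confirmed as a hit on visual image review, cut at about 43% in these data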;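 also: 0% = TNF-stimulated DMSO wells and 100% = unstimulated control wells; not every result past the cut was called active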
MRP1 act: H69AR viability gain despite doxorubicin, primary screen, MRP-1 activator project, H69AR cells, CellTiter-Glo; viability increase, % at 10 µM; viability rescue; 0.61% of 140,000 active;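 active = viability gain under doxorubicin at or above a set limit, the compound median plus 3 SD, cut at about 4.7% in these data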;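 also: MRP-1 overexpressing cells given doxorubicin 25 µM after compound pretreatment; 18-22 h compound pretreatment then 72 h with doxorubicin before readout; 0% = doxorubicin-only wells and 100% = vehicle-treated cells without doxorubicin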
bCat KO growth: primary screen for growth suppressors in beta-catenin knockout HCT116 cells (colon tumor, human). HCT116 beta-catenin knockout viability, CellTiter-Glo, 60 h; stronger effect = lower value. 1.5% of 140,000 active. viability, % at 10 µM;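 active = viability at or under a set limit, the compound median less 4 SD, cut at about 6% in these data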;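 also: 0% = Hyamine 1622 control at 20 µM and 100% = untreated cell control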
Yeast growth inh: growth inhibitors of yeast BB579 in restrictive medium, primary screen, yeast lifespan-shortening project, S. cerevisiae; OD615, 48 h; inhibition, % at 10 µM; 0.51% of 140,000 active;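 active = inhibition above a set limit, 3 SD over the mean compound inhibition, cut at about 44% in these data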; also: inactives centre near -24
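Test system: S. cerevisiae DeaD strain BB579 yeast; Medium: restrictive CSMM-D medium; Compound: one dose, 10 µM compound with 0.25% DMSO; Incubation: 4 h cell preincubation, 48 h compound exposure, 30 °C humidified; Signal: OD at 615 nm; Benchmarks: amphotericin B at 10 µg/mL as positive control.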
PTEN del growth: growth suppression of PTEN-null HCT116, primary screen, cell-based, CellTiter-Glo; HCT116 PTEN-null viability, 60 h; stronger effect = lower value; viability, % at 10 µM; 1.2% of 140,000 active; AID 827, 2007;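 active = viability at or below a set limit, 4 SD under the median of all tested compounds, cut at about 3.7% in these data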;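 also: PTEN knockout HCT116 line with beta catenin targeted HCT116 as companion control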
GALR2 antag: GALR2 antagonists in receptor-expressing cells, primary screen | inhibition, % at 4 µM | AID 828, 2007 | antagonist mode | 0.39% of 140,000 active | Galanin receptor type 2 (Homo sapiens), O43603; in the data active = inhibition above about 27%;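 also: cells stimulated with galanin 1-16 at roughly its EC80; 0% = agonist challenge control and 100% = basal control without agonist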
Target sequence (O43603 whole entry, looked up): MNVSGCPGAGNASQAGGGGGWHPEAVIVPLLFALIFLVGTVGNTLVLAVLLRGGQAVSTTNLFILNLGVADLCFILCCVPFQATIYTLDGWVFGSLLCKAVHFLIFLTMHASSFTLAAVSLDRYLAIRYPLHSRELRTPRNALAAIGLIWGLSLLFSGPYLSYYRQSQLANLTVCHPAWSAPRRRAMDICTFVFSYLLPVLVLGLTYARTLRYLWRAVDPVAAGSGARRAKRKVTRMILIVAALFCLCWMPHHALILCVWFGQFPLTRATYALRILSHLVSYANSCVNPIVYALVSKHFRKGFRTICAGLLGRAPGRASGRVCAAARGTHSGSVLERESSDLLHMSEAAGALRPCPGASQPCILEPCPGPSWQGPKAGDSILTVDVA
Measles CPE: compounds protecting cells from measles virus cytopathic effect, primary screen, measles RdRp inhibitor project, single point, MLSMR library, absorbance | Measles virus-infected cells, CPE protection | protection (pct of control), % at 4 µM | 1.5% of 140,000 active | AID 841, 2007; in the data active = protection mostly above about 24%, no sharp cut-off; inactive = mostly below about 26%; also: some compounds called inactive have numbers as strong as hits
* hit, by the source's call; . = no result given.

SMILES	Yeast life ext	Phagocytosis inh	NPY-Y2 antag	E-sel TNF inh	MRP1 act	bCat KO growth	Yeast growth inh	PTEN del growth	GALR2 antag	Measles CPE
COc1cc(C2Nc3cccc4cccc(c34)N2)ccc1OC(C)=O	-12	-1	-3	.	-1.2	89	-37	94	-4	8
CCn1c(SCC(=O)NC)nnc1C(C)C	.	.	4	-10	1.2	94	-29	102	-19	4
O=C(NCCc1ccccc1)C(=O)N/N=C/c1ccc2c(c1)OCO2	-10	.	7	-28	-5.5	21	-47	23	7	13
CCOC(=O)CN(C(=O)CSc1nnc2c(n1)[nH]c1ccc(F)cc12)c1ccccc1	-24	.	3	5	-3.1	77	-17	75	14	10
CCCn1c(SCC(=O)N2N=C3/C(=C/c4ccc(OC)cc4)CCCC3C2c2ccc(OC)cc2)n[nH]c1=O (centres undefined)	5	-10	5	.	-4.6	80	-27	68	0	3
CCOC(=O)C(C(=O)N1CCOCC1)C1CCCCC1 (centres undefined)	-12	-1	1	0	-0.6	90	-35	106	-4	7
Cc1[nH]c2ccccc2c1C(=O)Cn1c(=O)oc2ccccc21	-11	0	0	20	-0.7	85	-29	83	-1	9
CC(C)C(=O)Nc1ccc(NC(=S)NC(=O)c2ccc([N+](=O)[O-])cc2)cc1	-3	.	4	-8	-1.3	99	18	98	-1	8
C=CCn1c(SCC(=O)c2ccc(NS(=O)(=O)c3ccccc3)cc2)nnc1-c1cccs1	-6	-1	3	49	-2.6	94	-33	95	3	9
CCNC(=O)c1ccc2c(c1)S(=O)(=O)c1ccccc1C2=O	-11	-2	1	16	-0.3	94	-7	102	4	8
CC(=O)N1N=C(C)CC1c1ccc(OCc2ccccc2)cc1 (centres undefined)	-3	0	3	-10	0.9	94	-8	101	4	7
C=CCN1C(=O)C2(C(C#N)=C(N)Oc3n[nH]c(CCC)c32)c2ccccc21 (centres undefined)	-12	0	5	-6	-1.1	106	22	101	13	6
CCN(Cc1ccccc1)C(=O)Cn1c(=O)n(CC(=O)NCc2ccco2)c(=O)c2sccc21	-9	0	2	10	-1.0	106	-21	93	-4	7
O=C(COc1ccc2ccccc2c1Br)Nc1ncn[nH]1	-7	-2	2	-3	0.4	104	-17	102	-3	5
O=C(Nc1ccc(Cl)cn1)c1ccc(COCC(F)(F)C(F)F)o1	-7	-1	5	-6	0.4	83	-24	80	-1	4
O=S(=O)(Nc1cccc(-c2nc3cccnc3s2)c1)c1ccc2c(c1)OCCO2	-5	-1	9	-40	0.8	84	-38	73	17	9
COc1cc2nc(C)sc2cc1SC	.	0	3	-31	-1.0	98	-28	102	27*	5
Cc1cc(Br)ccc1NC(=O)c1ccccc1-c1ccccc1	-9	-9	11	-27	-2.3	65	35	59	-11	12
O=C(Nc1cccc2oc(=O)ccc12)c1ccc([N+](=O)[O-])cc1[N+](=O)[O-]	7	-4	4	0	-4.4	19	-46	31	4	3
Cc1ccc(-c2nnc(-c3ccc(NC(=O)Cc4cccs4)cc3)o2)cc1	-12	.	0	-52	-2.3	1.2*	-45	1.4*	-1	11
Cc1ccc(OCc2ccc(C(=O)Nc3c(C)nn(Cc4c(F)c(F)c(F)c(F)c4F)c3C)o2)c([N+](=O)[O-])c1	-11	.	2	26	-1.7	41	-60	46	-7	2
O=C(CCN1CCN(c2ccccn2)CC1)Nc1ccc(F)cc1	4	1	2	-21	-1.1	90	-9	82	-3	11
CCOC(=O)Nc1ccc2c(c1)N(C(=O)CCN(C)C)c1ccccc1S2	-14	.	0	19	-1.5	90	-75	110	30*	4
O=P(O)(CCc1ccccn1)CN1CCCCC1	4	-1	0	.	-0.5	95	-15	92	1	7
CC1CCN(c2cc(C#N)c(C#N)cc2[N+](=O)[O-])CC1	-6	0	3	15	-1.4	97	-31	83	-11	4
Cc1nn(-c2cc(C)c3ccccc3n2)c2c1CCC2	-12	-1	4	4	0.4	92	5	95	11	14
O=C(NCc1ccc(Cl)cc1)C1C2C=CC3(CN(Cc4cccnc4)C(=O)C13)O2 (centres undefined)	-6	1	1	4	0.6	94	-32	93	-25	25
Cc1ccc(NC(=O)c2ccccc2NS(=O)(=O)c2ccc(Cl)s2)cc1S(=O)(=O)N1CCOCC1	0	-1	3	13	-4.8	20	-12	22	-2	5
Cc1cc(C(=O)COc2ccc3ccc(=O)oc3c2)c(C)n1Cc1cccs1	-3	5	7	.	-1.2	74	-39	51	0	12
CCN(CC)C(=O)CN1C(=O)COCC1=O	-3	-1	-2	11	-1.0	95	1	97	8	3
CCN(CC)S(=O)(=O)c1ccc(NC(=O)CSc2ncnc3ccccc23)cc1	-1	-9	1	.	-3.6	81	-10	81	19	6
O=C(CN(C(=O)CSc1nnc(COc2ccccc2)o1)c1ccc(F)cc1)NC1CCCCC1	-4	2	-2	5	-0.6	55	3	48	-17	6
C/C(=N/Oc1nc(C)cc(C)n1)c1ccc(Cl)cc1Cl	-16	-1	0	-10	-2.3	87	-51	78	-4	4
Cc1ccc(NC(=O)c2cnccn2)cc1S(=O)(=O)N(C)C	4	-9	0	8	-3.2	100	-24	94	11	3
Cc1ccc(S(=O)(=O)NC(=O)c2cc(C)n(CCCn3ccnc3)c2C)cc1	-6	0	4	5	-1.6	97	-40	101	0	11
COc1ccc(NC(=O)NCCCN2CCN(c3cc(C)ccc3C)CC2)cc1	-9	0	6	11	-4.6	1.4*	-27	1.4*	-2	8
Cc1ccc(OCC(=O)Nc2ccc(S(=O)(=O)N3CCN(C)CC3)cc2)cc1	.	.	3	-2	-1.0	95	-11	95	6	4
Cn1cnnc1SCC(=O)c1ccc2c(c1)OCCO2	1	0	4	-1	-1.4	95	-6	103	3	6
OCCCNc1nc(-c2ccc(Br)cc2)nnc1-c1ccc(Cl)cc1	-3	1	0	.	-4.1	62	-25	55	-2	14
CC1CN(S(=O)(=O)c2cccc(C(=O)NCCCn3ccnc3)c2)CC(C)O1 (centres undefined)	11	-1	2	-7	-2.2	104	-25	82	-11	7
COc1cccc(-c2nn(-c3ccccc3)cc2C(=O)Nc2nccs2)c1	-10	2	3	14	-1.0	74	-16	76	-12	3
COc1ccc(/C=N/n2cnc3scc(-c4cccs4)c3c2=O)cc1OC	5	-3	0	-4	-1.3	95	-32	86	-9	6
O=C(Nc1ccc(S(=O)(=O)N2CCCC2)cc1)C1COc2ccccc2O1 (centres undefined)	-3	.	3	-27	-0.6	101	-7	98	-10	14
COC(=O)CCP(=O)(O)Cc1ccccc1CP(=O)(O)CCC(=O)OC	27	0	2	-9	-0.6	92	7	99	8	4
COc1cccc(NC(=O)CSc2nc3ccccc3c(=O)n2Cc2cccs2)c1	-2	-12	1	-12	-2.1	87	-56	76	12	3
Cc1c(Cc2ccc3c(c2)OCO3)sc(NC(=O)c2cccc3ccccc23)c1C(N)=O	5	.	1	1	-2.8	61	-15	62	5	7
CCCc1cc(-c2n[nH]c(=S)n2CC(C)C)cs1	10	1	9	.	-1.6	100	-30	95	23	26
CCC(C(=O)N1CC2(C)CC1CC(C)(C)C2)N1C(=O)c2ccccc2C1=O (centres undefined)	-14	0	-1	.	-1.7	82	-18	83	0	7
NC(=O)c1ccsc1NC(=O)COC(=O)c1ccccc1NCc1ccco1	-3	-1	9	.	-2.3	95	-55	89	0	22
CC(C)(C)n1ncc2c(=O)n(CC(=O)N3CCN(c4ccccc4)CC3)cnc21	-14	-2	2	-19	-1.4	81	-6	79	-2	24
N#Cc1nc(COc2ccccc2Cl)oc1NCc1ccco1	-22	.	4	15	-2.7	89	-11	94	10	26
CCn1c(SCC(=O)Nc2cccc(F)c2)nnc1-c1cc2cc(Br)ccc2o1	-5	-2	1	10	-2.3	102	-15	109	1	12
C=CCc1ccc(OCCOc2cccc3cccnc23)c(OC)c1	-5	.	4	5	3.3	72	2	78	-14	8
Cc1nn(Cc2ccc(C(=O)NC(C)(C)C)o2)c(C)c1Br	-20	-3	2	.	-0.1	52	-15	50	25	7
COC(=O)c1cccc(NS(=O)(=O)c2cccs2)c1C	-13	-1	1	23	1.4	84	-25	85	16	6
Cn1nccc1C(=O)N1CCc2ccccc21	.	.	1	-22	-0.7	91	-17	100	-5	13
COc1ccc(-n2c(=O)c3ccccc3c3ccccc3c2=O)c(OC)c1	0	-5	1	17	-1.2	90	17	100	8	11
Cc1ccc(-n2c(SCC(=O)NCc3ccco3)nc3sc4c(c3c2=O)CC(C)(C)SC4)cc1	25	0	-3	-26	-3.7	65	-66	57	-6	9
Cc1cnn(CCC(=O)NNC(=S)NCC(C)C)c1	7	-7	1	.	-0.1	95	-2	96	3	12
Cc1cc(C(=O)N2CCN(c3ncccn3)CC2)c(C)o1	-4	-1	-1	-16	-2.1	91	-35	99	7	8

Quoted at random: 2 records from the list.
SMILES	Yeast life ext	Phagocytosis inh	NPY-Y2 antag	E-sel TNF inh	MRP1 act	bCat KO growth	Yeast growth inh	PTEN del growth	GALR2 antag	Measles CPE
CC(C)(C)n1ncc2c(=O)n(CC(=O)N3CCN(c4ccccc4)CC3)cnc21	-14	-2	2	-19	-1.4	81	-6	79	-2	24
CCC(C(=O)N1CC2(C)CC1CC(C)(C)C2)N1C(=O)c2ccccc2C1=O (centres undefined)	-14	0	-1	.	-1.7	82	-18	83	0	7

Other entries:
SMILES	Yeast life ext	Phagocytosis inh	NPY-Y2 antag	E-sel TNF inh	MRP1 act	bCat KO growth	Yeast growth inh	PTEN del growth	GALR2 antag	Measles CPE
Cc1nn(Cc2ccc(Cl)cc2)c(C)c1NC(=O)Cn1nc([N+](=O)[O-])c(Cl)c1C	-8	-2	5	0	-2.9	89	-28	84	-12	0
Cc1cnc(NC(=O)c2c(O)c3cccc4c3n(c2=O)CCC4)s1	10	0	2	-2	-1.8	80	-14	84	11	3
Cn1cccc1/C=N/n1cnnc1	0	1	1	.	-1.1	103	8	92	2	18
CCC(=NC(CC)CO)C1=C(O)CC(C)(C)CC1=O (centres undefined)	-2	-1	5	2	-0.8	96	-4	95	13	7
CC(C)NS(=O)(=O)c1ccc2c(c1)oc(=O)n2C	-1	.	-2	-41	-0.7	95	-36	97	18	12
COC(=O)c1c(-c2ccc3ccccc3c2)csc1NC(=O)Cc1ccc(OC)c(OC)c1	-14	.	-2	13	1.9	102	24	106	-10	25
Clc1ccc(SCc2cc(-c3ccccc3)no2)cc1	-24	.	13	8	1.8	96	-28	101	6	4
Cc1ccc(NC(=O)N2CCCN(Cc3ccc(F)cc3)C2)cc1C	-15	-1	1	10	-5.5	51	-28	48	-13	0
COc1ccc(N=C2C(=O)N3CCCc4cccc2c43)cc1	-1	2	1	13	-2.9	89	1	95	-13	3
COc1ccc(C(=O)NC(=S)Nc2ccc3c4c(cccc24)CC3)cc1OC	6	.	5	.	-1.0	87	-34	89	-2	30

Bioassay records: PubChem BioAssay, several laboratories
